Bioassay records (PubChem)
CHT allo act: human CHT allosteric activation; Q9GZV3; CHT-expressing cells, membrane potential dye, choline EC20; stronger effect = higher value; LV-AA mutant CHT in HEK293 cells; B-score at 10 µM; 0.49% of 310,000 active; AID 488977;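 active = initial fluorescence not abnormally high and integrated response B-score, plate-corrected, over 3 SD above library mean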
Target sequence (Q9GZV3 whole entry, looked up): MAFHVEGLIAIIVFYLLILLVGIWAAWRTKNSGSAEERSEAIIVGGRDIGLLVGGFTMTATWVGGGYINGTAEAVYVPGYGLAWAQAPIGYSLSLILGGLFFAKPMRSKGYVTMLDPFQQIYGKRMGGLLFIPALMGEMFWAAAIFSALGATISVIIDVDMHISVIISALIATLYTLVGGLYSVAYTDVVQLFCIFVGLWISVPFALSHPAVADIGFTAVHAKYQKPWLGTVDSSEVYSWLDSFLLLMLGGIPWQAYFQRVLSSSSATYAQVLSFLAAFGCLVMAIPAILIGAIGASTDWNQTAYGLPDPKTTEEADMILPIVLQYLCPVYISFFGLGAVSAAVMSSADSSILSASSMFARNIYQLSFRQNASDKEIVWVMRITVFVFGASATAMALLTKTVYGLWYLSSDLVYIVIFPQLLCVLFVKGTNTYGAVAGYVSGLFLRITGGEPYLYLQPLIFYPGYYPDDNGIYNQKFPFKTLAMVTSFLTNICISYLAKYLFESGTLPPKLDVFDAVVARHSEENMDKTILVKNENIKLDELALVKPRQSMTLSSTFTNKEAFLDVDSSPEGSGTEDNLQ
OX1R antagonist: blocks the human orexin 1 receptor; O43613; CHO/OX1R cells, Fluo-8 calcium fluorescence, orexin A; inhibition, % at 5 µM; 0.43% of 330,000 active; AID 434989;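 active = inhibition above its plate's threshold, mean inhibition of all tested compounds on the plate plus 3 SD, cut at about 37% in these data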;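 also: 0% = orexin A challenge wells and 100% = SB-334867-A antagonist wells; not every result past the cut was called active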
Target sequence (O43613 whole entry, looked up): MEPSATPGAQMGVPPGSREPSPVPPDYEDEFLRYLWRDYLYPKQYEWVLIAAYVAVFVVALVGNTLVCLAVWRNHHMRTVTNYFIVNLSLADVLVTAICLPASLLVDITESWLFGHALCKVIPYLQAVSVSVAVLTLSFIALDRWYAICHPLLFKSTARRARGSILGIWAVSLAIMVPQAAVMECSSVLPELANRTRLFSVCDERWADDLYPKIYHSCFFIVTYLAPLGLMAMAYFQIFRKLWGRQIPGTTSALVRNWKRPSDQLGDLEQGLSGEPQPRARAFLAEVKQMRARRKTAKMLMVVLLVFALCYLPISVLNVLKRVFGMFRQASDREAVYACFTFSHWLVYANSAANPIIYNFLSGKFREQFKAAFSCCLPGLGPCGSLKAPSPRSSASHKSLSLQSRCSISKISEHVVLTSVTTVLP
* hit, by the source's call; i = inactive; nt = not tested or not shown; & = joins results of further samples. Compounds were not picked by outcome, and some 0.8% of all compounds hit somewhere here.

SMILES	CHT allo act	OX1R antagonist
CNC(=S)N1CCN(C(=O)c2ccco2)CC1	i	-4
CC1CCCCC1NC(=O)/C(C#N)=C/c1ccc(F)c(F)c1 (stereo unspecified)	i	-22
CN1C(C(=O)Nc2ccc(C(=O)O)cc2)=C(O)c2ccccc2S1(=O)=O	nt	-18
Cc1cc(C)c(NC(=O)CSc2nc(=O)n(CCN3CCOCC3)c3c2CCCC3)c(C)c1	i	-14
Cn1c(N)c(S(=O)(=O)N2CCN(Cc3ccccc3)CC2)c(=O)n(C)c1=O	i	-11
CCN(c1ccccc1)S(=O)(=O)c1ccc(OCC(=O)Nc2cc(C)on2)cc1	i	-7
Nc1nc2ccc(S(=O)(=O)c3ccc4nc(N)sc4c3)cc2s1	i	-3
O=C(O)c1ncc(Cl)c(Cl)c1Cl	i	-19&-5
CCOC(=O)C1=CN(Cc2ccco2)S(=O)(=O)NC1c1ccc(F)c(Cl)c1 (stereo unspecified)	nt	0
COc1cc(OC)cc(-n2nnnc2SCC(=O)Nc2nc3c(s2)CCCC3)c1	i	-37
O=C(OCc1nc2ccccc2s1)C1CCN(S(=O)(=O)c2cccs2)CC1	i	-15
COc1ccc(/C=C/C(=O)N(C)Cc2cccs2)cc1S(=O)(=O)N1CCOCC1	i	-15
COc1ccc(-c2c(-c3ccccc3)c(C(=O)C(=O)NCCCN(C)C)n3ccc4cc(OC)c(OC)cc4c23)cc1OC	i	-5
C=CCN(C(=O)c1cc(C)cc(C)c1)C1(C(=O)Nc2ccccc2)CCN(C(C)C)CC1	i	-25
C=C(Cl)COC(=O)C1C2C=CC(C2)C1C(=O)O (stereo unspecified)	i	-9
CCc1sc(C(=O)Nc2cc(S(=O)(=O)N3CCOCC3)ccc2OC)cc1C	nt	-21
COC(=O)CC1C(=O)NCCN1C(=O)Nc1ccccc1 (stereo unspecified)	i	-5
O=C(COC(=O)c1ccc(Br)cc1)NCCc1ccccc1	i	-2
C=CCNc1nc2c(c(=O)n(C)c(=O)n2C)n1CC(=C)C	i	4
Cc1ccc(CNC(=O)[C@H]2C[C@@H]2[C@H](NP(=O)(c2ccccc2)c2ccccc2)c2ccccc2)o1	i	-26
CCCN1CCN(C(=O)CCCn2c(C)c3cnn(-c4ccccc4)c(=O)c3c2C)CC1	i	3
Cc1ccc(NC2CCCN(C(=O)CN3C(=O)CSC3=O)C2)cc1C (stereo unspecified)	i	-21
CC1Cc2ccccc2N1C(=O)CN1C(=O)NC2(CCCCC2)C1=O (stereo unspecified)	nt	-25
CCOC(=O)N1CCN(C(=O)C(C)NC(=O)c2ccco2)CC1 (stereo unspecified)	i	-19
O=C1CCC(=O)N1CN(C(=O)c1ccco1)c1ccc(Cl)c(Cl)c1	i	-16
SMILES	CHT allo act	OX1R antagonist
O=C(NCC1CCCN1S(=O)(=O)c1cccs1)C(=O)Nc1ccccc1 (stereo unspecified)	i	-14
CCOC(=O)C1=C(N)Oc2cc(O)ccc2C1c1cccc(Cl)c1 (stereo unspecified)	i	-6
COc1ccc(CN(C)CC(=O)Nc2ccccc2C(=O)NC2CC2)cc1OC	nt	-14
O=C(COC(=O)/C=C/c1ccccc1)NCc1ccc(Cl)cc1	i	-34
Nc1cc(S(=O)(=O)Nc2cc(Cl)ccc2Cl)ccc1N1CCCC1	i	-14
COc1ccccc1OCC(O)CN1CCN(C(=O)c2ccccc2)CC1 (stereo unspecified)	i	-3
Cc1cccc(Nc2ncnc3c2cnn3Cc2ccccc2)c1	i	-22
CCCCCC(O)(CCCCC)C(=O)NNc1ccccc1	i	-28
CC(C)(C)OC(=O)NNC(=S)NC1CCCCC1	i	-1
N=C1C(c2nc3ccccc3s2)=C(O)CN1C1CCCCC1	i	-11
Cc1oc(=O)c(NC(=O)c2cccc(Cl)c2)cc1C(=O)c1ccccc1	i	-14
CCC(CC)C(=O)Nc1ccc(C(=O)c2ccccc2)cc1	i	-26
CCN(Cc1ccccc1)S(=O)(=O)CCNC(=O)c1ccccc1	i	-21
Cc1cc(C)nc(NC(=O)Cc2ccc([N+](=O)[O-])cc2)c1	i	-23
CC1=C/C(=N\N=C2\NC(=O)C(CC(=O)Nc3ccccc3F)S2)CC(C)(C)C1 (stereo unspecified)	i	-15
O=C(CN1CCCCCC1)N/N=C/c1cccs1	i	-18
C/C(CC(=O)Nc1ccc(Cl)c(C(F)(F)F)c1)=N\NC(=O)c1cc2ccccc2cc1O	i	-17
COc1ccccc1/C=C/C(=O)N1CCN(S(=O)(=O)c2cccs2)CC1	nt	-33
Cc1ccc(C)c(NC(=S)NC(NC(=O)OCc2ccccc2)C(Cl)(Cl)Cl)c1 (stereo unspecified)	i	-28
CSCCC(NC(=O)COc1ccccc1)C(=O)OCCOc1ccc(C)cc1 (stereo unspecified)	nt	7
COCCNc1nnc(SC(C)C(=O)Nc2ccc(-c3nc4ccc(C)cc4s3)cc2)s1 (stereo unspecified)	i	8
CCN(C[C@H]1N[C@@](CC)(C(=O)OC)[C@H]2C(=O)N(Cc3ccccc3)C(=O)[C@@H]12)C(=O)c1ccc(C)cc1	nt	-14
COc1cccc(NC(=O)CSc2nnc(-c3cc(-c4ccccn4)nc4ccccc34)o2)c1	i	-23
COc1cccc(/C=N/NC(=O)CSc2ccccc2C)c1OC	i	-17
Cc1ccc(-c2noc(N=O)c2NO)cc1	i	7
SMILES	CHT allo act	OX1R antagonist
O=C(Cc1ccc([N+](=O)[O-])cc1)Nc1cccnc1	i	-6
COCCC(=O)N1CCC(Oc2ccc(C(=O)N3CCCCCCC3)cc2)CC1	i	-2
O=C(NCCNC(=O)c1ccccc1Br)c1ccccc1Br	i	-2
CC1CC(=O)Nc2ccccc2N1S(=O)(=O)c1ccc(C#N)cc1 (stereo unspecified)	i	11
COc1ccc(N2CC(C(=O)Nc3cccc(S(=O)(=O)N4CCCC4)c3)CC2=O)c(OC)c1 (stereo unspecified)	i	-25
Cc1cc(/C=C(\C#N)C(=O)NCC2CCCO2)c(C)n1-c1ccc(Cl)cc1 (stereo unspecified)	i	-16
O=C(NC(=S)NCc1ccccc1)c1ccc2c(c1)OCO2	i	-26
CC1CC(C)CN(S(=O)(=O)c2ccc3c(c2)CC(C)N3C(=O)C2CCC2)C1 (stereo unspecified)	i	0
CCn1ccnc1CN(C)C(=O)C1CCC(=O)N(CCc2cccc(F)c2)C1 (stereo unspecified)	i	2
COC(=O)Cc1ccc(NC(=O)c2ccc3c(c2)C(=O)N(Cc2cccnc2)C3=O)cc1	i	-14
CC(=O)c1ccc(NC(=O)Nc2ccc([N+](=O)[O-])cc2C)cc1	i	14
COc1ccc(S(=O)(=O)Nc2ccc3c(c2)OCCO3)cc1Cl	i	9
COc1cccc(/C=N/NC(=O)c2cc(-c3cccn3C)n[nH]2)c1O	i	-1
Cc1nc(N2CCN(S(=O)(=O)c3ccc(F)cc3)CC2)c2c(C)c(C)sc2n1	i	-3
COc1ccc(Cl)cc1C(=O)NNC(=S)NC1CCCC1	i	-10
CSC1=NCCN1C(=O)c1ccc2ccccc2c1	i	-13
COc1ccc(OCc2n(CC(=O)OC3CC(C)CCC3C(C)C)c3ccccc3[n+]2C)cc1 (stereo unspecified)	i	40*
Cc1ccc(-c2c(C#N)c(N)n(-c3ccccc3)c(=O)c2C#N)cc1	i	-14
COc1ccc2c(=O)c(-c3nc(C)cs3)coc2c1	i	-19
CN1CCOCCOc2ccccc2OCCOCC1	i	-1
O=C(NCCc1ccc(Cl)cc1)C1COc2ccccc2O1 (stereo unspecified)	i	-10
CCN(CC)S(=O)(=O)c1cc(C(=O)Nc2ccccn2)ccc1C	i	-8
O=C(O)c1cc(-c2ccc(-c3ccc(F)cc3)o2)nc2ccccc12	i	-17
O=C(CCN1C(=O)c2cccc([N+](=O)[O-])c2C1=O)NC1CCCCCC1	nt	12
CCCCOc1ccc(NC2=NC3(CCCCC3)N=C(N)N2)cc1	i	-13
SMILES	CHT allo act	OX1R antagonist
COc1ccc2c(c1OC)C(C1c3c(cc4c(c3OC)OCO4)CCN1C)OC2=O (stereo unspecified)	i	-5
Cc1ccc(S(=O)(=O)N2CCCCC2)cc1NC(=O)Cn1ccc(C(F)(F)F)n1	i	-4
CCCc1nnc(NC(=O)CCC(=O)NCc2ccccc2)s1	i	-3
CCOc1ccc(C(=O)NC(=S)Nc2ccccc2N2CCOCC2)cc1Br	i	-13
COc1cccc(C(C)NC(=O)C2CCCC2)c1 (stereo unspecified)	i	-11
O=C1CC(C(=O)Nc2ccc(O)c(C(=O)O)c2)C(c2ccccc2)O1 (stereo unspecified)	i	5
COc1cc(/C=N/NC(=O)CCc2n[nH]c(=O)[nH]c2=O)ccc1O	i	10
COC(=O)c1c(NC(=O)CCC(=O)O)sc2c1CCCCC2	i	-11
COc1cc(C(CCN2CCCCC2)c2c(OC)cc(OC)c3c(-c4ccccc4)cc(=O)oc23)cc(OC)c1OC (stereo unspecified)	i	-27
Cc1nc2c(C)c(C)c(C)c(C)c2nc1C	i	-7
CC(=O)N1CCN(C(=O)CCc2nnc(CCCCc3ccccc3)o2)CC1	i	-4
COc1ccc(NS(=O)(=O)/C=C/c2ccccc2)cc1	i	-9
CC(C)OCCCN(C)C1CCN(S(=O)(=O)c2csc(C(N)=O)c2)CC1	i	-7
O=c1cc(-c2ccccc2Cl)oc2ccc([N+](=O)[O-])c(O)c12	i	-7
O=C(CCc1nnc(-c2ccc3c(c2)OCO3)o1)NC(c1cccnc1)C(F)(F)F (stereo unspecified)	i	-23
COCCNC(=O)CN(c1ccc(OC)c(OC)c1)S(=O)(=O)c1ccc(C)cc1	i	-25
Cn1c(=O)cc(OCC(=O)N2CCN(c3cccc(C(F)(F)F)c3)CC2)c2ccccc21	i	-28
CCOC(=O)c1c(C)[nH]c(C)c1C(=O)COC(=O)c1ccc(OC)c(OC)c1	i	-26
CN(C)c1ccc(C(CNC(=O)c2ccc(C#N)cc2)c2c[nH]c3ccccc23)cc1 (stereo unspecified)	i	-13
O=C(N/N=C/C1C(c2ccccc2)C1(Cl)Cl)c1cccc(Br)c1 (stereo unspecified)	i	-9
O=C(N/N=C/c1cc([N+](=O)[O-])ccc1O)C1CC1	i	-5
CCCc1n[nH]c2c1/C(=N\OCC)CC(C)(C)C2	i	-16
Cc1ccsc1C1Nc2ccccc2-c2nc3ccccc3n21 (stereo unspecified)	i	-15
COc1ccc(C(=O)C2CCCN(C(=O)c3cccs3)C2)cc1F (stereo unspecified)	i	-16
COCCN(C(=O)c1ccc(N2CCCC2=O)cc1)c1c(N)n(Cc2ccccc2)c(=O)[nH]c1=O	nt	-9
SMILES	CHT allo act	OX1R antagonist
Cc1cc(Cl)ccc1OCC(=O)NCCOC(=O)Nc1sc(=S)n(C)c1C	i	-28
CC1(C)CC(=O)c2c(n(S(=O)(=O)c3ccccc3)c3ccc(NS(=O)(=O)c4ccccc4)cc23)C1	i	-20
Cc1cc([N+](=O)[O-])nn1CC(=O)c1ccccc1	i	-13
COc1cccc2c(=O)c(C(=O)O)c[nH]c12	i	-10
CCN(CC(=O)NC(C)(C)C)C(=O)c1ccc2c(c1)S(=O)(=O)c1ccccc1C2=O	i	-29
Cc1ccc2cc(S(=O)(=O)NCCC(=O)O)ccc2c1	i	1
CC1CCN(S(=O)(=O)c2ccc(C(=O)Nc3ccccc3-c3nc4ccccc4[nH]3)cc2)CC1	i	-24
Cc1ccccc1C(=O)NNC(=O)c1cccc([N+](=O)[O-])c1	i	-3
O=C(CCCNC(=O)c1ccc(Cl)cc1)NCc1ccc(F)cc1	i	-26
CC(C)CN(C(=O)c1ccc2c(c1)OCCO2)c1c(N)n(Cc2ccccc2)c(=O)[nH]c1=O	i	-31
CCOc1ccccc1N1CCN(CC(=O)NC(=O)NCc2ccco2)CC1	i	-30
COc1ccc(/C=N/NC(=O)c2nnn(-c3nonc3N)c2-c2cccc(OC)c2)cc1	i	-8
O=C(c1ccccc1)c1coc2ccc(O)c(CN3CCOCC3)c12	i	-37
Cc1cc(-n2c(C)cc(C(=O)CSc3ccccn3)c2C)no1	nt	-20
COc1cc(OC)cc(C(=O)NCC(=O)OCC(=O)Nc2ncc(Cl)cc2Cl)c1	i	-18
COc1ccc(CCN2C(=O)C3C4CCC(C4=C(C)C)C3C2=O)cc1OC (stereo unspecified)	i	-23
COc1cccc(OC)c1C(=O)Nc1ccc2c(c1)Cc1ccccc1-2	i	6
CCOC(=O)C1=C(COCCN)NC(C)=C(C(=O)OC)C1c1ccccc1Cl (stereo unspecified)	i	-11&-8&-3
CN(O)/C=c1/ccc2c(n1)C(=O)C=CC=2	i	-8
CCn1c(-c2cccc(Cl)c2)n[nH]c1=S	i	-6

By substructure, those above containing a thiophene ring, fused or not.
SMILES	CHT allo act	OX1R antagonist
O=C(OCc1nc2ccccc2s1)C1CCN(S(=O)(=O)c2cccs2)CC1	i	-15
COc1ccc(/C=C/C(=O)N(C)Cc2cccs2)cc1S(=O)(=O)N1CCOCC1	i	-15
CCc1sc(C(=O)Nc2cc(S(=O)(=O)N3CCOCC3)ccc2OC)cc1C	nt	-21
O=C(NCC1CCCN1S(=O)(=O)c1cccs1)C(=O)Nc1ccccc1 (stereo unspecified)	i	-14
O=C(CN1CCCCCC1)N/N=C/c1cccs1	i	-18
COc1ccccc1/C=C/C(=O)N1CCN(S(=O)(=O)c2cccs2)CC1	nt	-33
Cc1nc(N2CCN(S(=O)(=O)c3ccc(F)cc3)CC2)c2c(C)c(C)sc2n1	i	-3
COC(=O)c1c(NC(=O)CCC(=O)O)sc2c1CCCCC2	i	-11
CC(C)OCCCN(C)C1CCN(S(=O)(=O)c2csc(C(N)=O)c2)CC1	i	-7
Cc1ccsc1C1Nc2ccccc2-c2nc3ccccc3n21 (stereo unspecified)	i	-15
COc1ccc(C(=O)C2CCCN(C(=O)c3cccs3)C2)cc1F (stereo unspecified)	i	-16

Ordered by formula weight (highest first): three of the compounds above.
SMILES	CHT allo act	OX1R antagonist
O=C(c1ccccc1)c1coc2ccc(O)c(CN3CCOCC3)c12	i	-37
Cc1ccccc1C(=O)NNC(=O)c1cccc([N+](=O)[O-])c1	i	-3
CN(O)/C=c1/ccc2c(n1)C(=O)C=CC=2	i	-8
